# M17LAP inhibition: P. falciparum M17LAP inhibitors, primary screen, biochemical, fluorogenic H-Leu-NHMec substrate, 1536-well (AID 1619); recombinant M17LAP, H-Leu-NHMec fluorogenic kinetic assay; higher % means a stronger effect; inhibition, % at 30 µM; hits with a dose series show IC50 in µM; hit rate 0.38% among 220,000;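 active = compound inhibiting the enzyme by more than half at any dose during confirmatory dose-response retesting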;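 note: plate controls were full reaction with DMSO carrier for no effect and no enzyme background for full effect; strong numbers were not always called active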
# P. falciparum M1AAP: malaria alanyl aminopeptidase activity blockers – biochemical, fluorogenic H-Leu-NHMec substrate, 1536-well (AID 1445). recombinant M1AAP, H-Leu-NHMec fluorogenic kinetic assay; higher % means a stronger effect. hit rate 0.42% among 220,000. inhibition, % at 30 µM; hits with a dose series show IC50 in µM;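 active = primary inhibition above the hit cutoff, then over 50% inhibition at one or more dose response concentrations, cut at about 23% in these data, passing the limit was not always enough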;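 note: plate controls were DMSO full reaction for no effect and no enzyme background for full effect; strong numbers were not always called active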
# UTI89 phage lysis: inhibition of K1F phage lysis, E. coli UTI89, bacterial capsule biogenesis inhibitors, alamar blue (AID 488966). E. coli UTI89 K1F phage lysis, alamar blue, 2 h; higher % means a stronger effect. inhibition, % at 100 µM, or IC50 in µM where a hit was titrated. hit rate 0.02% among 340,000;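 active = phage lysis inhibition, versus mean bacterial control, above a set limit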;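 note: capsule biogenesis inhibitors block K1F phage lysis so surviving cells raise fluorescence; higher fluorescence means more inhibition of phage lysis; actives were called in the ten point dose series up to 300 µM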
# CSM14.1 death rescue: rescue of cells from ER stress-induced death, primary screen, 384-well, CSM14.1, thapsigargin, ATP luminescence (AID 1222); CSM14.1 thapsigargin-induced death rescue, ATP luminescence; higher % means a stronger effect; cellular ATP content (survival), % at 20 µM; hits with a dose series show EC50 in µM; 190,000 tested, under 10 active;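 active = EC50 below 50 µM in the dose-response confirmation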;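 note: death triggered by thapsigargin at about 15 µM added after 2 h compound pretreatment; cell ATP read after overnight thapsigargin exposure of roughly 18 to 22 hours; normalized against plate controls of thapsigargin alone and 5% DMSO vehicle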
# Insulin prom up: MIN6 insulin promoter up-regulation; MIN6 insulin promoter-GFP reporter, high-content imaging; stronger effect = higher value; z-score at 5 µM; hit rate 0.3% among 190,000;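 active = z-score above 3 at 5 µM with at least 500 cells counted in the well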
# MT stabilize HCS: microtubule stabilization, imaging screen; HeLa tubulin immunostaining HCS, 24 h; share of cells brighter than vehicle mean+2SD; hit rate 0.83% among 200,000; % tubulin-high responders, % at 10 µM;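 active = plate Z-score above 3 for both tubulin-high and condensed-nucleus cell shares, with cell loss under 80%, at 10 µM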;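 note: anti alpha tubulin signal scored within the nucleus-defined area of each cell; some results filed as inactive read as strong as hits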
# Autophagy mod: modulators of autophagy. MEF GFP-LC3 puncta imaging; test concentration mostly 10 µM. calls only at 10 µM (by protocol). hit rate 0.98% among 190,000. AID 463193;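 active = percentage of spot-positive cells more than 3 SD above its plate mean, without a fluorescence outlier flag or 80% toxicity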;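 note: spot-positive cell cutoff set from DMSO-treated cells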
# Dynein transport: dynein cargo transport inhibition; 3617.4 mouse cells, GR-EGFP nuclear translocation imaging; test concentration mostly 20 µM; stimulated with dexamethasone, 1 µM; stronger effect = lower value; z-score, hits read low; hit rate 0.47% among 220,000; AID 1381;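 active = plate z-score of nuclear minus cytoplasmic receptor signal below a set negative limit, without overly bright fluorescence or cell loss, cut at about -3.5 in these data, passing the limit was not always enough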;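 note: z-score of nuclear minus cytoplasmic ring GR-EGFP intensity difference per well; some compounds called inactive have numbers as strong as hits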
#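 Buffer or medium – tet-free medium with charcoal-stripped serum · Signal – automated 10x imaging of fixed Hoechst-stained cells · Also added – dexamethasone agonist, 1.0 µM final, for 30 min · Incubation – induction 48 h, compound 1 h, agonist 30 min · Read-out – GR-EGFP nuclear translocation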
# b-catenin transl: alters nuclear translocation of beta-catenin in HeLa cells; AID 1665; hit rate 0.3% among 190,000; nuclear translocation activity, % at 5 µM; immunofluorescence imaging;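 active = nuclear translocation activity above 50% at 5 µM, with a well cell count of 50 or more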;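 note: per-cell ratio of nuclear to cytoplasmic median beta-catenin stain intensity; plate controls were DMSO negative control for no effect and GSK-3 inhibitor IX positive control for full effect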
#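 Test system: human HeLa cells, native beta-catenin. Compound dosing: 5 µM primary single dose, 0.1% DMSO, 0.02–20 µM confirmation series. Incubation: compound exposure 24 h at 37°C. Detection: beta-catenin immunostaining with DAPI counterstain, 20x imaging, 6 fields/well. Read-out basis: Nuclear/cytoplasmic beta-catenin signal ratio, % activation.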
# Dynein transport cytoplasmic EGFP: further read-out of Dynein transport, marked with its call; z-score; measured here: cytoplasmic GR-EGFP intensity; stronger effect = higher value
# Dynein transport nuclear GR-EGFP: second read-out of Dynein transport, no call of its own (marks repeat the call); z-score; measured here: nuclear GR-EGFP intensity;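 lower value marks the stronger effect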
# Dynein transport cell count: second read-out of Dynein transport, no call of its own (marks repeat the call); z-score; measured here: cell count per field
# Insulin prom up cell count: also measured in Insulin prom up; calls as there; cell count; measured here: cytotoxicity, nuclei count;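 total cells summed across four imaged fields per well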
# b-catenin transl cell count 5 µM: also measured in b-catenin transl; calls as there; cell count; measured here: cell count, cytotoxicity flag
# MT stabilize HCS Hoechst-high %: recorded beside MT stabilize HCS, whose call it bears; % Hoechst-high responders; measured here: nuclear condensation Hoechst responders;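 share of cells brighter than vehicle mean plus two SD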
# MT stabilize HCS cytotoxicity %: recorded beside MT stabilize HCS, whose call it bears; toxicity, %; measured here: cytotoxicity by cell density;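 0% = mean cell density of plate MIN control wells and 100% = no cells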
# Autophagy mod cell loss 18 h: second read-out of Autophagy mod, no call of its own (marks repeat the call); toxicity, %; measured here: cell loss, nuclei count;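 cell loss after 18 h compound exposure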
# * = called active by the depositor; i = inactive; . = no result given; [ ] = dose if it differs, or a comment.
SMILES,M17LAP inhibition,P. falciparum M1AAP,UTI89 phage lysis,CSM14.1 death rescue,Insulin prom up,Insulin prom up cell count,MT stabilize HCS,MT stabilize HCS Hoechst-high %,MT stabilize HCS cytotoxicity %,Autophagy mod,Autophagy mod cell loss 18 h,Dynein transport,Dynein transport cytoplasmic EGFP,Dynein transport nuclear GR-EGFP,Dynein transport cell count,b-catenin transl,b-catenin transl cell count 5 µM
CCOC(=O)c1cc2c(ccn2C)n1CC(=O)N(CC)CC,.,.,-1.4%,-1.2%,0.17,1550,1.7,2.1,5.2,i,18,-0.6,-0.38,-0.16,1.3,-0.5,1014
CC(C)(C)c1cc(C(=O)NNc2cccc(Cl)c2)n(Cc2ccccc2)n1,2%,4%,1.5%,.,-0.06,1386,.,.,.,.,.,-0.14,-0.25,-0.32,0.2,0.3,1265
O=c1c(Cl)c(NCCO)cnn1-c1cccc(Cl)c1,7%,2%,-1.6%,2.2%,0.33,1574,4.3,2.8,3.9,i,10,-0.42,-0.37,0.51,0.86,0.2,1029
CCc1ccc(OCCCC(=O)Nc2cccc(C(=O)O)c2)cc1,-4%,1%,0.2%,.,0.8,1176,.,.,.,.,.,-1.2,-0.23,-0.7,1.8,0.7,1351
COc1ccccc1/C=N/NC(=O)CCSc1ccccc1,-11%,2%,0.2%,0.4%,.,.,2.3,1.7,2.8,i,0,0.19,-0.22,0.22,-0.13,-2.9,1232
CCOC(=O)C1CCN(S(=O)(=O)c2ccc(CC)cc2)CC1,-17%,3%,1.1%[50 µM],-2.4%,0,1306,4.3,3.2,12,i,-17,1.8,-0.13,1.2,-2,-0.7,926
COc1ccc(CNC(=O)/C=C/C(=O)O)cc1OC,-2%,-2%,5.4%,-0.2%,0.44,1288,2.9,3.5,7.7,i,-1,-0.42,-0.31,-0.58,0.59,-5.2,559
CCn1c(SCC(=O)NNC(=S)Nc2ccc(C)cc2)nnc1-c1ccc(Cl)cc1,5%,-20%,7.4%,-1.8%,-0.43,1508,4.7,2.4,8.4,i,14,0.68,-0.2,0.96,-1.7,-2.9,1113
CN1CCN(CC(C)(C)NS(=O)(=O)c2ccc(Cl)cc2)CC1,-1%,6%,5.8%,-1.0%,-0.01,1289,4.8,4.6,6.5,i,-8,-0.98,-0.22,-0.27,1,-7.5,993
O=C(CN1CCN(C(=O)N2CCOCC2)CC1)Nc1ccc(Br)cc1,5%,1%,3.0%,-4.4%,-0.13,1125,3.2,2.9,7.6,i,8,0.43,-0.25,0.12,-0.0033,-2.6,1211
CN(C)CCCN(C(=O)COc1ccccc1)c1nc2ccc(F)cc2s1,4%,3%,0.5%,-1.5%,0.87,1182,3.5,1.7,3.8,i,8,-1.3,-0.11,-0.14,0.61,-0.2,1054
C=CCc1c(C)[nH]c2c(OC)cccc2c1=S,7%,-3%,-1.2%,-1.0%,-1,1307,4.1,2.6,3.5,i,6,-0.55,-0.31,0.084,0.37,-0.6,928
C/C=C/c1ccc(OCCCCN2CCN(CC)CC2)c(OC)c1,-2%,-1%,-0.9%,0.3%,0.13,1364,2.3,1.4,12,i,4,-0.2,-0.3,-0.11,-0.97,0.1,1575
CC1CCc2c(nc3nc[nH]n3c2=O)C1 (stereo unspecified),6%,-1%,1.2%,2.1%,-0.19,909,1.6,1.7,4.3,i,0,-0.051,-0.2,0.18,0.042,.,.
CC1=C(C(=O)N2CCOCC2)C(c2cccs2)NC(=O)N1 (stereo unspecified),9%,5%,0.8%,0.1%,-0.39,1285,1.7,1.9,11,i,42,-0.57,-0.2,-0.13,0.54,-3.5,1030
Cc1nn(CC(O)Cn2c3c(c4ccccc42)CCN(C)C3=O)c(C)c1Br (stereo unspecified),1%,5%,-0.2%,1.8%,0.01,1161,3.3,2.1,5.9,i,-6,0.44,-0.17,0.22,-1.2,-0.6,1048
Cc1ccc(NC(=O)CN(C)C(=O)/C=C/c2cccs2)cc1,0%,0%,0.3%,0.8%,-0.66,1498,4.8,2.8,8.5,i,-6,-0.14,-0.22,0.073,0.87,-0.4,1030
CCN(c1ccccc1)S(=O)(=O)c1cc(C(=O)Nc2ccc(Br)cc2)ccc1F,16%,-1%,-5.4%,-2.3%,-0.19,1074,3.5,1.2,4.6,i,-55,-0.41,-0.26,0.38,0.54,4.0,552
COc1ccc(N/N=C(/Oc2ccc([N+](=O)[O-])cc2)C(C)=O)cc1,22%,6%,0.1%,-1.3%,.,.,2.9,1.7,2.5,i,-10,-0.89,-0.27,-1.1,0.87,-0.1,1009
CO/N=C/NC(=O)c1ccc([N+](=O)[O-])c(CS(=O)(=O)c2ccc(Cl)cc2)c1,9%,-4%,0.1%,-0.7%,0.15,1442,0.8,1.1,7.8,i,8,0.066,-0.22,-0.16,0.63,-1.3,1342
Cc1ccc(CC(=S)N2CCOCC2)cc1,-3%,0%,0.2%,-0.7%,.,.,1.4,0.9,8.8,i,23,0.49,-0.27,0.35,-0.12,0.9,1099
CCc1ccccc1NC(=S)N(Cc1ccc(OC)cc1)CC1CCC(C(=O)O)CC1 (stereo unspecified),2%,-2%,-0.4%,-5.8%,-1,1222,2.6,1.4,4.2,i,25,-0.25,-0.17,0.095,0.025,0.7,1106
O=C(c1ccc(-c2cc(Cl)ccc2Cl)o1)N1CCOCC1,-5%,0%,0.1%,2.3%,.,.,1.8,2.5,7.5,i,-1,-1.2,-0.31,-0.74,1,1.3,1569
CCOC(=O)CC1CCCCN1Cc1cn(C)nc1-c1ccc2c(c1)OCCO2 (stereo unspecified),-4%,-7%,-2.5%,-0.4%,-0.55,1594,2.9,2.3,3.5,i,5,-0.4,-0.28,-0.05,0.75,0.2,1519
COc1cccc2cc(C(=O)N3CCN(c4ccccc4F)CC3)c(=O)oc12,-2%,4%,3.8%,-1.2%,0.91,771,1.3,1.4,6.0,i,3,-0.17,-0.017,0.24,-0.091,.,.
NC(N)=NS(=O)(=O)c1ccc(NC(=S)NC(=O)/C=C/c2ccco2)cc1,14%,9%,0.1%,2.0%,0.31,1259,2.8,3.2,5.5,i,16,-0.88,-0.26,-0.71,0.48,-0.6,930
CCOC(=O)C1(Cc2cccc(F)c2)CCN(C(=O)c2cnccn2)CC1,-6%,-4%,1.4%,-0.1%,.,.,2.0,2.5,7.7,i,-10,-1.4,-0.28,-0.75,2.8,0.2,1541
COc1ccc(NC(=O)Cn2cnc3c(oc4nc5c(cc43)COC(C)(C)C5)c2=O)cc1,-2%,-1%,0.8%,.,0.38,1413,.,.,.,.,.,1.3,-0.24,0.5,-0.16,-0.4,1281
O=C(/C(=C/c1ccncc1)n1ccnc1)c1ccc(Cl)cc1Cl,-4%,18%,.,.,-0.26,997,.,.,.,.,.,-0.53,-0.078,0.1,-0.67,1.0,1281
Cc1nnc(SCC(=O)Nc2nc(C(C)(C)C)cs2)s1,3%,-2%,0.5%,-1.0%,-0.25,799,2.1,2.7,4.1,i,13,0.71,-0.26,0.45,-0.25,.,.
CCOc1ccccc1NC(=O)CSc1nc(N)c(C#N)cc1C#N,-6%,12%,11%,0.0%,-0.06,1460,1.5,2.6,9.9,i,18,0.4,-0.24,0.33,0.53,-2.5,809
O=C1CCC(=O)N1c1ccc(-c2nc3ccccc3s2)cc1,2%,3%,0.4%,-2.3%,0.48,1380,2.5,1.0,1.4,i,40,0.78,-0.27,0.38,0.01,-4.4,1085
CCN1C(=O)/C(=C\c2ccc(-c3ccc([N+](=O)[O-])cc3OC)o2)SC1=Nc1cccc(C(=O)O)c1,29%,2.2µM*,-0.6%,10%,-0.64,1604,7.7,2.8,24,i,23,2,0.13,2.1,-2.2,0.8,956
O=c1n(Cc2ccccc2Cl)c2sc3c(c2c2ncnn12)CCCC3,.,.,-0.2%,0.0%,-0.27,1370,.,.,.,.,.,.,.,.,.,-2.7,751
O=C(Nc1cc(Sc2nc3ccccc3s2)cc([N+](=O)[O-])c1)c1ccccc1F,-6%,5%,0.3%,-2.1%,-0.8,1598,19,9.9,19,i,31,1.1,-0.25,0.83,-0.94,-1.3,1353
COc1cc(C(CCN2CCCC(C)C2)c2c(OC)cc(OC)c3c2OC(=O)CC3c2ccc(N(C)C)cc2)cc(OC)c1OC (stereo unspecified),4%,-4%,1.2%,.,.,.,.,.,.,.,.,1.7,-0.77,0.94,0.39,1.2,940
CC1CCN(C(=O)CSc2nncn2-c2ccccn2)CC1,0%,1%,-0.2%,-2.0%,0.37,1281,2.2,1.1,7.0,i,3,1.4,-0.21,0.27,-0.15,-2.1,1121
Cc1ccc2c(c1C)NC(=O)CC(c1ccccc1O)=N2,6%,5%,0.2%,.,-0.27,1103,.,.,.,.,.,0.89,-0.017,1,-1.2,-0.8,1293
